Bim-Bcl-B: disrupts Bim peptide binding to human Bcl-B. Q9HD36. AID 951. inhibition, % at 10 µM. bead-based flow cytometry. 0.073% of 190,000 active;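 note: 0% = tracer peptide without compound and 100% = reference inhibitor peptide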
Target sequence (Q9HD36 whole entry, looked up): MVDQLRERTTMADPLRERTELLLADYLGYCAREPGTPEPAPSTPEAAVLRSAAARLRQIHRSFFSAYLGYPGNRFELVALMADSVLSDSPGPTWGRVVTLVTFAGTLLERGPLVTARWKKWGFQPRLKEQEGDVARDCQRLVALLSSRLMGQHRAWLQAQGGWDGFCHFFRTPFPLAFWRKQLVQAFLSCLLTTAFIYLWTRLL
RGS4-Gao reg: modulates binding of RGS4 to human Galphao; P09471; Multiplexed bead flow cytometry; actives lie on both sides; binding response (% of control), % at 10 µM; 0.33% of 220,000 active; in the data active = binding response below about 49% or above about 150%; inactive = in between;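 note: fluorescent Galphao activated with aluminum fluoride binding bead-coupled RGS4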
Mcl-1 Bim block: human Bim-Mcl-1 interaction inhibition. 0.1% of 190,000 active. inhibition, % at 10 µM. Q07820. Bead-based flow cytometry, Bim peptide-Mcl-1 binding;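 note: 0% = no compound tracer wells and 100% = peptide blocker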
Bim-Bcl-XL: inhibitors of Bim-Bcl-XL interaction, human; inhibition, % at 10 µM; Bim peptide-Bcl-XL binding, bead flow cytometry, fluorescence; AID 1007; 0.04% of 190,000 active
Target sequence (Q07817 whole entry, looked up): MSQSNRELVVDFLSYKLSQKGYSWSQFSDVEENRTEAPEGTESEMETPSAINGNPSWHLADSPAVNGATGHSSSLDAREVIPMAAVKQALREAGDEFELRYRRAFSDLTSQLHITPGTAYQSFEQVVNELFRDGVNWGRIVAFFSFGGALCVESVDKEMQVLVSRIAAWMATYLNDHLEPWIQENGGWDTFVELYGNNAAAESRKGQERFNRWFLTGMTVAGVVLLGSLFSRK
Bfl-1 Bim block: human Bim-Bfl-1 interaction inhibition; 0.12% of 190,000 active; inhibition, % at 10 µM; AID 1008; Bead-based flow cytometry, Bim-Bfl-1 binding inhibition;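 note: 0% = wells without compound plus tracer and 100% = blocker peptide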
Bim-Bcl-2: inhibitors of Bim-Bcl-2 interaction, human; inhibition, % at 10 µM; 0.06% of 190,000 active; Bead-based flow cytometry, Bim peptide-Bcl-2 binding; P10415; in the data active = inhibition above about 40%; inconclusive = no clear call, values can overlap the other calls;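 note: 0% = no compound wells with probe peptide and 100% = reference peptide inhibitor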
Target sequence (P10415 whole entry, looked up): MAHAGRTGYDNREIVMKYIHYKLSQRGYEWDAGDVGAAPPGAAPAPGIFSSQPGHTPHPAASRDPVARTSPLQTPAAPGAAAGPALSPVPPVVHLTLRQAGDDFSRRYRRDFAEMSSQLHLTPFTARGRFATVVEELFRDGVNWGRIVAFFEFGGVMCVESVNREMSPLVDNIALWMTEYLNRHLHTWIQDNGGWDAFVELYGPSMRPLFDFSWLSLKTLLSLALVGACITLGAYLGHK
Mcl1-Noxa inh: disrupts binding of human Mcl-1 to Noxa peptide; 1.5% of 220,000 active; inhibition, % at 21.7 µM; TR-FRET Mcl-1/Noxa peptide binding, 2 h; Q07820;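 active = compounds that cut the protein-peptide binding signal by more than 50% relative to plate controls in a single-dose test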;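 note: His-tagged Mcl-1 with rhodamine Noxa BH3 peptide and terbium anti-His antibody; 0% = Mcl-1 plus Noxa peptide wells and 100% = peptide-only wells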
RGS7-Gao: human RGS7-Galphao interaction regulation; binding response (% of control), % at 10 µM; 0.35% of 220,000 active; AID 1439; Multiplexed bead flow cytometry, RGS7-Galphao binding; actives lie on both sides; in the data active = binding response below about 49% or above about 150%; inconclusive = no clear call, values can overlap the other calls; inactive = in between;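 note: fluorescent Galphao held in activated GDP-AlF4 state binding bead-coupled RGS7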
Mcl1-Bid inh: disrupts binding of human Mcl-1 to Bid peptide. Q07820. TR-FRET Mcl-1/Bid-Dy647 peptide binding, 1536-well. inhibition, % at 21.7 µM. 0.97% of 220,000 active. AID 1021;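 active = compounds that cut the binding signal by more than half at the single screening dose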;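 note: His-tagged Mcl-1 with europium anti-His antibody binding Bid BH3 peptide; 0% = Mcl-1 plus peptide wells and 100% = peptide-only wells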
Bcl-W Bim block: human Bim-Bcl-W interaction inhibition | bead-based flow cytometry, Bim peptide-Bcl-W binding | AID 952 | inhibition, % at 10 µM | 0.02% of 190,000 active | Q92843;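 note: 0% = bound tracer without compound and 100% = peptide blocker; higher means less fluorescent Bim peptide bound to Bcl-W beads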
Target sequence (Q92843 whole entry, looked up): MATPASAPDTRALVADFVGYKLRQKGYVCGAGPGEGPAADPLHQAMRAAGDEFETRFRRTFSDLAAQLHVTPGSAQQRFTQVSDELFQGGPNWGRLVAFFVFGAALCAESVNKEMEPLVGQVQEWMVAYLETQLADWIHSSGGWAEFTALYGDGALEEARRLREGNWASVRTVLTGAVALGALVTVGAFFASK
RGS8-Gao reg: regulators of human RGS8-Galphao interaction. P09471. multiplexed bead flow cytometry, RGS8-Galphao binding; actives lie on both sides. response (percent of control binding), % at 10 µM. 0.34% of 220,000 active; in the data active = response below about 60% or above about 140%; inactive = in between;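 note: Galphao activated as the GDP aluminium fluoride complex binding bead-coupled RGS8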
An asterisk follows results filed as active; ? = inconclusive; . = not tested or not shown. Cut-off read from the data, not from the text of the source, unless noted: active = inhibition above about 40%.

SMILES	Bim-Bcl-B	RGS4-Gao reg	Mcl-1 Bim block	Bim-Bcl-XL	Bfl-1 Bim block	Bim-Bcl-2	Mcl1-Noxa inh	RGS7-Gao	Mcl1-Bid inh	Bcl-W Bim block	RGS8-Gao reg
COc1ccc(/C(O)=C2/C(=O)C(=O)N(CCCN(C)C)C2c2ccc(C)o2)cc1Cl (centres undefined)	-7	102	0	-6	-11	-7	-5	99	3	1	103
COc1ccc([N+](=O)[O-])cc1N(CC(=O)Nc1ccccc1C(=O)NC(C)C)S(C)(=O)=O	-2	98	-1	0	-4	-2	13	?	2	-3	99
Cc1ccccc1N/N=C1\CCCNC1=O	-2	97	-3	0	-1	-2	13	100	-52	0	100
CC(C)c1ccccc1NC(=O)COC(=O)Cc1c[nH]c2ccccc12	-4	101	-2	-3	-6	-4	6	98	-55	-1	102
CCCNC(=O)NCCc1ccncc1	-6	95	-1	-4	-15	-5	2	94	-9	-1	97
Cn1nc(Oc2ncc(C(F)(F)F)cc2Cl)cc1C(F)(F)F	0	98	1	1	0	-2	-4	98	-10	0	100
O=C(/C=C/c1ccco1)Nc1cccc(C(=O)Nc2ccccc2C(=O)O)c1	.	104	.	.	.	.	57*	?	6	.	98
Cc1ccc(S(=O)(=O)c2nc(Nc3ccccc3C#N)sc2Cl)cc1	-9	103	-3	-5	-7	-3	-122	110	-26	-8	97
O=C1CN(C(=O)c2cnccn2)c2ccccc2N1	-4	103	1	-4	-7	-3	8	106	-31	0	99
CCCS(=O)(=O)c1c(S(=O)(=O)CCC)c2c(C(N)=O)cccn2c1C(=O)c1ccc(F)cc1	-3	106	0	-4	-3	-6	-1	112	-14	0	102
Cc1ccccc1Cn1c(=N)n(CC(=O)c2ccco2)c2ccccc21	-1	110	1	0	-2	0	14	109	-12	-2	108
CCCCCNC(=O)c1ccccc1SC	-8	99	-5	-4	-1	5	1	103	-16	-1	99
COC(=O)C(NC(=O)c1ccccc1)(Nc1cc(C)cc(C)n1)C(F)(F)F (centres undefined)	-3	103	-3	-4	2	-8	1	101	-11	-5	102
CCOC(=O)CSc1nnc(NC(=O)NC(C)C)s1	-4	96	-2	-4	-5	-4	-6	93	-16	-2	94
CC(C)n1c(SCC(=O)Nc2ccccc2)nc2c1c(=O)[nH]c(=O)n2C	.	130	.	.	.	.	-12	?	-10	.	113
Cc1occc1-c1n[nH]c(=S)n1C	-14	96	-3	-3	-3	-2	19	97	-57	-1	97
CC1=NN2C(=N)/C(=C\c3cc(C)n(-c4ccccc4)c3C)C(=O)N=C2S1	-2	98	-1	-2	0	0	11	99	-17	-1	104
CCn1c(SCC(=O)O)nnc1-c1cccnc1	-7	102	0	-7	-14	-10	7	99	4	-3	100
CC(C)(C)c1ccc(OCC(=O)NNC(=O)CCc2ccccc2)cc1	-4	109	-4	-2	0	-6	14	105	2	-2	106
CC(NC(=O)Nc1nccs1)(C(F)(F)F)C(F)(F)F	-9	105	2	-2	-11	-2	29	100	-1	3	106

Molecules shown so far that have a COOH group (2):
SMILES	Bim-Bcl-B	RGS4-Gao reg	Mcl-1 Bim block	Bim-Bcl-XL	Bfl-1 Bim block	Bim-Bcl-2	Mcl1-Noxa inh	RGS7-Gao	Mcl1-Bid inh	Bcl-W Bim block	RGS8-Gao reg
O=C(/C=C/c1ccco1)Nc1cccc(C(=O)Nc2ccccc2C(=O)O)c1	.	104	.	.	.	.	57*	?	6	.	98
CCn1c(SCC(=O)O)nnc1-c1cccnc1	-7	102	0	-7	-14	-10	7	99	4	-3	100

Entries of single compounds, looked up by structure. Values in the order: Bim-Bcl-B, RGS4-Gao reg, Mcl-1 Bim block, Bim-Bcl-XL, Bfl-1 Bim block, Bim-Bcl-2, Mcl1-Noxa inh, RGS7-Gao, Mcl1-Bid inh, Bcl-W Bim block, RGS8-Gao reg
Cc1ccccc1Cn1c(=N)n(CC(=O)c2ccco2)c2ccccc21 as listed: -1, 110, 1, 0, -2, 0, 14, 109, -12, -2, 108
COc1ccc(/C(O)=C2/C(=O)C(=O)N(CCCN(C)C)C2c2ccc(C)o2)cc1Cl (centres undefined) as listed: -7, 102, 0, -6, -11, -7, -5, 99, 3, 1, 103

Among those listed so far, these contain an aryl thioether with sulfur outside any ring.
SMILES	Bim-Bcl-B	RGS4-Gao reg	Mcl-1 Bim block	Bim-Bcl-XL	Bfl-1 Bim block	Bim-Bcl-2	Mcl1-Noxa inh	RGS7-Gao	Mcl1-Bid inh	Bcl-W Bim block	RGS8-Gao reg
CCCCCNC(=O)c1ccccc1SC	-8	99	-5	-4	-1	5	1	103	-16	-1	99
CCOC(=O)CSc1nnc(NC(=O)NC(C)C)s1	-4	96	-2	-4	-5	-4	-6	93	-16	-2	94
CC(C)n1c(SCC(=O)Nc2ccccc2)nc2c1c(=O)[nH]c(=O)n2C	.	130	.	.	.	.	-12	?	-10	.	113
CCn1c(SCC(=O)O)nnc1-c1cccnc1	-7	102	0	-7	-14	-10	7	99	4	-3	100

Additional records follow:
SMILES	Bim-Bcl-B	RGS4-Gao reg	Mcl-1 Bim block	Bim-Bcl-XL	Bfl-1 Bim block	Bim-Bcl-2	Mcl1-Noxa inh	RGS7-Gao	Mcl1-Bid inh	Bcl-W Bim block	RGS8-Gao reg
COc1cccc(CNC(=O)C2CCN(S(=O)(=O)N3CC(C)CC(C)C3)CC2)c1 (centres undefined)	0	91	-5	-3	-2	0	-7	91	-4	-2	95
O=c1/c(=C/c2ccccn2)sc2n1CN(c1ccccc1)CN=2	5	88	-6	-5	10	7	5	92	-19	-6	101
COc1cccc(/C(O)=C2/C(=O)C(=O)N(Cc3cccnc3)C2c2ccco2)c1 (centres undefined)	2	99	-3	-3	-1	0	-8	94	-100	1	97
CCOC(=O)C1CCCCN1Cc1ccc(OC)c(OC)c1OC (centres undefined)	1	103	4	3	1	5	9	102	-8	6	121
CCOc1cc(S(=O)(=O)NCc2ccc(OC)cc2)c(OCC)cc1-n1cnnn1	6	106	2	0	5	-1	12	105	8	6	114
O=C(Cn1c(=O)n(Cc2ccco2)c(=O)c2ccccc21)Nc1cccc(Cl)c1	-8	99	0	-5	-12	-9	12	98	-10	1	100
Cc1cccc(CN2CCN(C(=O)CCl)CC2)c1	-8	103	-5	-9	-1	-3	-4	106	-2	-5	100
COC(=O)CCN(C(C)=O)c1ccc(N)cc1	-5	99	-1	-3	-9	-6	25	101	-34	0	103
O=C(Nc1ccc(OC(F)F)cc1)c1ncc(Cl)c(Cl)c1Cl	-3	93	0	0	-2	0	0	94	5	-1	98
Cc1cc(N2CCCC2)nc(N2C3CCC2CC(O)(c2ccc(F)cc2)C3)n1 (centres undefined)	2	100	0	-4	2	-1	-2	99	2	-2	102
Cc1ccc2oc(=O)n(Cc3ccccc3OC(C)C)c2c1	0	98	-2	-5	0	0	-3	99	26	-2	101
Cc1cc(C(=O)N2CCN(c3ncccn3)CC2)cs1	-8	100	-4	-9	-18	-8	-10	98	-17	-2	101
CCC(CC)C(=O)N=C1SC2CS(=O)(=O)CC2N1CCc1ccc(OC)c(OC)c1 (centres undefined)	.	85	.	.	.	.	-2	?	-1	.	94
CCN1CCN(c2nc(N)c([N+](=O)[O-])c(Nc3cccc(C)c3)n2)CC1	-3	104	-2	-5	-1	-1	9	101	-4	-1	103
CC(=O)c1c(N2CCN(Cc3ccccc3)CC2)nc(=S)n(Cc2ccccc2)c1C	20	103	18	30	34	25	10	103	-59	24	101
O=C(NCCC1=CCCCC1)C1CCC(CNS(=O)(=O)c2ccccc2)CC1 (centres undefined)	0	104	0	-1	0	1	17	98	-7	2	105
CCc1ccc(NC(=O)C2CCCCC2C(=O)O)cc1 (centres undefined)	-7	104	-1	-1	-8	-7	-10	102	1	0	103
N/C(=N\N=C\c1ccc(Br)o1)c1nonc1N	.	95	.	.	.	.	-12	.	-12	.	102
CCn1c2ccccc2c2nnc(NN)nc21	-3	102	0	-5	-1	-4	9	101	-48	0	103
COC(=O)c1cc(Cc2ccc(N)c(C(=O)OC)c2)ccc1N	3	99	0	1	-1	2	1	96	-26	0	99
CCN(CC)CC(=O)Nc1cccc2c1C(=O)c1ccccc1C2=O	-3	100	0	-1	-4	-1	16	101	-3	-3	101
O=C(NCC1CCCO1)C1CCN(C2CCN(CCCC3CCCC3)CC2)CC1 (centres undefined)	-2	99	-2	-2	-6	-1	9	100	-10	0	98
CC1Cc2ccccc2N1C(=S)NC(=O)C1(C)CC1(Cl)Cl (centres undefined)	-9	8.4*	-3	-3	-5	0	19	13*	-16	-2	31*
CN1C(=O)N(C)C(NC(=O)Nc2ccccc2)C1NC(=O)Nc1ccccc1 (centres undefined)	0	97	1	1	0	0	35	97	-29	2	96
O=C(c1ccc([N+](=O)[O-])cc1)n1nc(-c2ccccc2)nc1NCc1ccc(F)cc1	-18	103	-13	-16	-18	-10	-26	99	-20	-12	102
O=C(O)/C=C/C(=O)NCC1CCC(CNC(=O)/C=C/C(=O)O)CC1 (centres undefined)	.	94	.	.	.	.	2	?	-1	.	98
S=c1[nH]nc(Cn2cnc3ccccc32)n1-c1ccccc1Cl	.	95	.	.	.	.	15	?	-15	.	100
COc1ccc(NS(=O)(=O)c2ccc(/C=C/C(=O)O)cc2)cc1S(=O)(=O)N1CCOCC1	.	99	.	.	.	.	-3	?	-5	.	99
Cc1ccc(C(=O)NC(Cc2c[nH]c3ccccc23)C(=O)O)cc1 (centres undefined)	-7	91	0	6	-9	-5	17	88	-24	0	94
CC(=O)N1CCN(Cc2nc(-c3cccc(Cl)c3)no2)CC1	-1	105	0	-2	-8	-4	0	104	-24	-1	104
CCOC(=O)C1CCN(S(=O)(=O)c2cccc(-c3cn4cccnc4n3)c2)CC1	-6	102	2	0	-6	-8	45	109	-2	4	102
O=[N+]([O-])c1ccc2nc(CN3CCCCC3)[nH]c2c1	-9	102	-1	-3	-4	-5	-9	102	-13	-2	103
N/C(=N\OC(=O)c1ccc(Br)o1)c1cccnc1	-4	99	0	0	-5	-2	-6	96	-7	-2	102
OCCN1CCN(c2ncnc3nc[nH]c23)CC1	-7	107	0	-5	-5	-1	5	107	-8	3	102

Screens deposited in PubChem by several laboratories.
